DT40 TDP1 no CPT: qHTS for Inhibitors of human tyrosyl-DNA phosphodiesterase 1 (TDP1): qHTS in cells in absence of CPT | 15% of 420,000 active | Potency, µM (titrated, usually from 46.2 µM), inactives show at the top dose activity change, negative = growth inhibition, most hits filed as inhibitors | DT40 Tdp1-/- hTDP1 cells, no CPT, ATP luminescence, 48 h; note: nearly all actives have a fitted effect of over 55% in size
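Compound effects on proliferation are scored in DT40 Tdp1-/-;hTDP1 cells in the absence of CPT. ATP levels (CellTiter-Glo luminescence) are recorded after a ≥48 hr, 37 °C incubation.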
TDP1 inh: TDP1 (human) enzyme inhibition; AID 485290; 0.28% of 350,000 active; Q9NUW8; Potency, µM (top dose mostly 130 µM), inactives show at the highest dose activity change, negative = inhibition, most hits filed as inhibitors; recombinant TDP1, AlphaScreen DNA substrate cleavage; note: nearly all actives have a fitted effect of over 40% in size
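Steps: enzyme plus compound, 15 min RT; add biotin/phosphotyrosine-FITC oligonucleotide (15 nM final), react 5 min; add donor/acceptor beads (10 ug/ml final), 10 min; read AlphaScreen. Tdp1 at 1 nM final.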
GCN5L2 inh: blocks human GCN5L2 histone acetyltransferase. GCN5L2 HAT assay, ThioGlo1 CoA-SH fluorescence. Potency, µM (top dose mostly 58.9 µM), inactives show at the top dose activity change, negative = inhibition, usual class: inhibitors. 0.21% of 390,000 active
Target sequence (Q92830 whole entry, looked up): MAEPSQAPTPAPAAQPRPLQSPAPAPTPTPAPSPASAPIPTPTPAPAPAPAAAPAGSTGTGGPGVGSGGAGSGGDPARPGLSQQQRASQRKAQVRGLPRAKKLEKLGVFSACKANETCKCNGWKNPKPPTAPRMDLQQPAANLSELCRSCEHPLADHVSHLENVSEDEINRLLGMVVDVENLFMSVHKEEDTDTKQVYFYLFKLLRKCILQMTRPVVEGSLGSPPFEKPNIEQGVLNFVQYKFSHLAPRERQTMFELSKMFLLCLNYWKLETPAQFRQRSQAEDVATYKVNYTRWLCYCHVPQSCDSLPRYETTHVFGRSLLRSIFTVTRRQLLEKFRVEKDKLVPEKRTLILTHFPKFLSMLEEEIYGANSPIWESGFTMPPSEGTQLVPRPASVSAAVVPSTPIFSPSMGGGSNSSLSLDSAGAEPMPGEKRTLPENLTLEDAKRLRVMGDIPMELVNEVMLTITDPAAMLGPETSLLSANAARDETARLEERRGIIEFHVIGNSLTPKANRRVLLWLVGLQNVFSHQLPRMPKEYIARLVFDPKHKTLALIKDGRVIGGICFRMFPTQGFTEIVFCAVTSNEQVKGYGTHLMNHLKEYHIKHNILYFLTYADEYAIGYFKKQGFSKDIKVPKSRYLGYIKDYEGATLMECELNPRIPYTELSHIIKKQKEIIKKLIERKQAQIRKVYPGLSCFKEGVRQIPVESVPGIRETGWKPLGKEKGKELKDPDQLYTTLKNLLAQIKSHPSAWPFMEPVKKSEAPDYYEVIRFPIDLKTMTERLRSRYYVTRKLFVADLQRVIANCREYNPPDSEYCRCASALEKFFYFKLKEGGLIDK
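GCN5L2 (20nM final) in 50mM HEPES, 0.1mM EDTA pH 7.5, 0.01% Tween-20 was preincubated 15 min at room temperature with compound, then given ThioGlo1 (50uM), H3(1-25) peptide (75uM) and acetyl-CoA (70uM); CoA-thiol fluorescence (Ex340/Em540) was read at 0 and 20 min.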
An asterisk follows results filed as active; ? = inconclusive; . = no result given; & = joins results of further samples; [ ] = another dose, or the depositor's remark. Calls come from the whole dose curve; as a rule, active = well fitted curve in the direction sought with a large enough effect; inconclusive = small, poorly fitted or top-dose-only effect, or another doubt; inactive = no such curve, though single readings can be large; an effect the other way counts as inactive or inconclusive. % is set by controls: 0 for no effect and ±100 for the full control effect; potency is the fitted concentration of half-maximal effect.

SMILES | DT40 TDP1 no CPT | TDP1 inh | GCN5L2 inh
CCN(CC)C(=O)c1ccc(CS(=O)(=O)Cc2ccccc2)cc1 | 4% | . | 0%
CCOC(=O)c1c(S(=O)(=O)NCC(=O)N2CCN(c3ccccc3OC)CC2)c(C)n(C)c1C | ? | 4%&0% | ?
O=c1c(-c2cccc(F)c2)nc2cncnc2n1C1CC1 | -11% | . | -15%
COc1ccc(S(=O)(=O)N2CCN(CC(=O)Nc3ccc(F)c(F)c3)CC2)cc1 | -23% | 0% | -4%
Cc1onc(-c2c(Cl)cccc2Cl)c1C(=O)O/N=C(\C#N)c1ccccc1 | -20% | -5% | -5%
O=C(Nc1nnc(S(=O)(=O)N2CCOCC2)s1)c1ccccc1Cl | -7%&-16% | 1% | 0%&-8%
O=S(=O)(c1ccccc1F)N1CCN(c2nc(-c3cccs3)nc3ccccc23)CC1 | 11µM* | 1% | .
O=C(CSc1nc2ccccc2o1)N1CCN(C(=O)c2ccco2)CC1 | ? | 3% | 0%
O=C(NCCc1ccccc1)C(=O)c1c(-c2ccccc2)[nH]c2ccccc12 | ? | -1% | -6%
CC(NC(=O)c1ccc2c(c1)N(Cc1cccc(F)c1)C(=O)c1ccccc1S2)c1ccccc1 (stereo unspecified) | ? | 5% | 0%
O=C1c2cccc3cccc(c23)C(=O)N1c1nccs1 | 0% | 0% | -4%
Cc1c(C)n(Cc2ccccc2)c2ncnc(NCCN(C)C)c12 | ? | . | 20%
CCc1cc(=O)[nH]c(SCC(=O)N2CCCC2)n1 | -6% | 4%[0.505 µM] | 0%
CN1CCN(NC(=O)c2ccc(Br)c(S(=O)(=O)N3CCOCC3)c2)CC1 | 7% | 2% | -5%
Cn1c(=O)c(=O)n(C)c2cc(N3CCOCC3)c(NS(=O)(=O)c3ccc(Cl)cc3)cc21 | ? | 3% | -10%
Cc1cccc(NCC(=O)N/N=C\c2cccc(Oc3ccccc3)c2)c1 | ? | 5% | -4%
CN(C(=O)CSc1nc2c(c(=O)[nH]1)CCCC2)C1CCCCC1 | -5% | 5% | -5%
CS(=O)(=O)N1CCC2(CCCN(c3ccccn3)C2)CC1 | -26% | . | 6%
Cc1cccc(N2CCN(C(=O)C3CCN(S(=O)(=O)c4cccnc4)CC3)CC2)c1C | 16µM* | 1% | 1%
CCOc1cc(/C=C2\C(=N)N3N=C(CC)SC3=NC2=O)ccc1OCCOc1ccc(NC(C)=O)cc1 | 7% | . | -3%
CCN(CC)S(=O)(=O)c1ccc(NC(=O)C2COc3ccccc3O2)cc1 (stereo unspecified) | ? | 5% | -12%
Cc1ccc(NC(=O)CC2SC(=NC3CCCCC3)NC2=O)cc1 (stereo unspecified) | ? | 8% | 2%
Cc1c(NC(=O)CN2CCN(c3ccc(F)cc3)CC2)c(=O)n(-c2ccccc2)n1C | -4% | 4% | -1%
O=C(COc1cccc(Cl)c1)NNC(=S)Nc1ccccc1 | -19% | 1% | 0%
CCc1nc(SCC(=O)N2CCC(Cc3ccccc3)CC2)c2c(=O)n(C)c(=O)n(C)c2n1 | . | 5% | 4%
CCc1ccc(N2CC(C(=O)Nc3nc4ccc(S(C)(=O)=O)cc4s3)CC2=O)cc1 (stereo unspecified) | -15% | . | -7%
COc1cc(CCCN2C(N)=NC[C@@H]2c2ccccc2)cc(OC)c1OC | ? | -1% | 2%
Cc1ccc(C(=O)C(C)N(C(=O)c2ccc(Cl)cc2Cl)N2C(=O)CCCC2=O)cc1 (stereo unspecified) | -16% | 3% | -6%
CC(C)N(C(=O)CSc1nn2c(=O)c(C(C)(C)C)nnc2s1)c1ccccc1 | ? | 6% | -8%
C/C(=N\N(c1ccccc1)c1ccccc1)c1ccco1 | -6% | 8% | -2%
COc1ccc(CCNC(=O)COC(=O)c2cccn2C)cc1 | -17% | 3% | 3%
Cc1ccc(-c2csc(=Nc3ccc(F)cc3)n2Cc2ccc3c(c2)OCO3)cc1C | 15µM* | 1% | -2%
Cc1nc2nc(-c3ccc(Cl)cc3)nn2c(C)c1Cl | . | 4% | -3%
CC1CN(C(=O)c2cccs2)CCN1C(=O)c1cccs1 (stereo unspecified) | -1% | 8% | 2%
S=C1NC2CCCCC2N1 (stereo unspecified) | -2% | -3% | -3%
CCN(CC(=O)Nc1ccccc1OC)CC(=O)Nc1sccc1C#N | ? | 3% | 1%
Nc1c(C(=O)NCc2ccc(F)cc2)c2nc3ccccc3nc2n1CCCN1CCOCC1 | 18µM* | -5% | -13%
Oc1ccc(/C=N/Nc2ccc(Cl)nn2)cc1O | 15µM* | . | 4%
CCN(C[C@H]1N[C@@](Cc2ccccc2)(C(=O)OC)[C@H]2C(=O)N(C)C(=O)[C@@H]12)C(=O)C1CCCCC1 | -25% | 2% | -5%
CC(C)C(NC(=O)CC12CC3CC(CC(C3)C1)C2)C(=O)O (stereo unspecified) | -13% | 6% | -9%
CC1CCCCN1C(=S)NC(=O)c1cccs1 (stereo unspecified) | 16µM* | . | 2%
CN1C(=O)CSC1=NC12CC3CC(CC(C3)C1)C2 | ? | 3% | -25%
CCOc1ccc(OC(=O)c2sc3ncn(Cc4cccc(F)c4)c(=O)c3c2C)cc1 | ? | -8% | -5%
CCc1ccc(NC(=O)CN2C(=O)C3(SCC(=O)N3c3ccccc3)c3ccccc32)cc1 (stereo unspecified) | ? | 0% | -4%
O=C(O)c1ccc(CN2C(=O)c3ccc(C(=O)O)cc3C2=O)cc1 | 18% | . | -15%
COc1ccccc1C(=O)N/C(=C\c1ccc(Br)cc1)C(=O)NCCCO | -17% | 10% | -7%
FC(F)(F)c1cccc(Cc2noc(CN3CCC(N4CCCCC4)CC3)n2)c1 | ? | -8% | 0%
CC1CCN(CCC(=O)Nc2ccc(Cl)cc2)CC1 | -22% | 9% | -9%
O=C(CCC(=O)N1CCSc2ccccc21)NCc1ccccc1 | -9% | . | ?
O=C(NCc1cccnc1)Nc1ccc(Cl)cc1 | -4% | 1% | -3%
O=C(N/C(=C\c1cn(-c2ccccc2)nc1-c1ccc(Cl)cc1)C(=O)N1CCOCC1)c1ccccc1 | . | 5% | 21%
Cc1cc2n(n1)C(c1ccc(O)cc1)Nc1ccccc1-2 (stereo unspecified) | -25% | 2% | -3%
COC(=O)c1ccccc1NC(=O)Cn1ncc2c(C)n(Cc3ccc(F)cc3)c(C)c2c1=O | ? | 3% | -11%
N#Cc1cc2c(nc1SCC(O)CS(=O)(=O)Cc1ccc(Cl)cc1)CCCC2 (stereo unspecified) | ? | 7% | -13%
Fc1ccc(N2CCN(c3ncnc4c3nc3n4CCCC3)CC2)cc1 | ? | 6% | -3%
CC(C)Cn1c(SCC(=O)N(C)c2c(N)n(Cc3ccccc3)c(=O)[nH]c2=O)nc2ccccc21 | 1% | . | 0%
COc1ccc(C(=O)Oc2ccc(-c3nnco3)cc2)cc1S(=O)(=O)N1CCOCC1 | -23% | -13%[0.505 µM] | -2%
COc1ccc(NC(=O)N/C=C/c2ccc(Cl)cc2)cc1 | ? | 1% | 15%
CNC(=O)NC(=O)CSc1ccc(S(=O)(=O)N(C)C2CCCCC2)cn1 | ? | 6% | -5%
COC(=O)c1c(NC(=O)c2ccc(S(=O)(=O)N3CCCCC3C)cc2)sc2c1CCN(C(C)C)C2 (stereo unspecified) | ? | 8% | -2%
The listing continues:
SMILES | DT40 TDP1 no CPT | TDP1 inh | GCN5L2 inh
CC(/C=N/N1CCN(c2ccccc2)CC1)=C\c1ccccc1 | -9% | 4% | 0%
COc1ccc(NC(=O)CN(C)CC(=O)Nc2cccc3ccccc23)c(OC)c1 | ? | 1% | -1%
CCOc1ccc(C(=O)c2cc3ccc(O)cc3oc2=O)cc1 | 4% | 0% | -7%
Cc1ccc(Cn2c(C(=O)O)c(CNCc3ccc(C)o3)c3ccc(C)cc32)cc1 | ? | 10% | -1%
Cc1cc(NC(=O)COc2nnc(-c3ccccc3)c3ccccc23)no1 | -2% | 4% | -2%
Cc1ccc(C(C#N)c2ccc3c(C(F)(F)F)cc(C(F)(F)F)nc3n2)cc1 (stereo unspecified) | 18µM* | 10% | -6%
c1ccc2[nH]c(CSc3nc4ccccc4o3)nc2c1 | ? | -6% | -12%
CCN1c2ccccc2-c2nc3ccccc3n2C1c1ccco1 (stereo unspecified) | 16µM* | 0% | -16%
O=C(CCn1c(=O)oc2cc(Cl)ccc21)Nc1ccc(O)cc1 | ? | -1% | -5%
O=C(/C(=C/O)N=Nc1ccccc1)c1ccco1 | ? | 3% | -3%
CC(=O)Nc1cccc(NC(=O)CSc2nnc(NC(=O)c3ccco3)s2)c1 | 5% | 4% | -13%
O=C(NNC(=O)c1cc2ccccc2cc1O)NC1CCCCC1 | -1% | -4%[56.1 µM] | 7%

Entries of single compounds from above.
CCN(CC)S(=O)(=O)c1ccc(NC(=O)C2COc3ccccc3O2)cc1 (stereo unspecified) is listed with DT40 TDP1 no CPT = ?; TDP1 inh = 5%; GCN5L2 inh = -12%
COc1ccc(S(=O)(=O)N2CCN(CC(=O)Nc3ccc(F)c(F)c3)CC2)cc1 is listed with DT40 TDP1 no CPT = -23%; TDP1 inh = 0%; GCN5L2 inh = -4%

Continuation.
SMILES | DT40 TDP1 no CPT | TDP1 inh | GCN5L2 inh
O=C(NCc1ccc2c(c1)OCO2)c1nc(Cn2cc(Br)cn2)no1 | -15% | 9% | -5%
CC(CNCC1CCCO1)COc1cccc2ccccc12 (stereo unspecified) | ? | -9% | 0%
CCOC(=O)CCC(=O)Nc1ccc([N+](=O)[O-])cc1C | -5% | -4% | -8%
O=C(COc1ccc(Br)cc1)NNC(=O)c1ccc(-n2cncn2)c([N+](=O)[O-])c1 | 16µM* | -2% | -3%
COc1ccc(N2C(=O)CC(N(Cc3ccco3)C(=O)CCC(=O)O)C2=O)cc1 (stereo unspecified) | -8% | 8% | 5%
Cc1c(C(=O)N(C)CCn2ccnc2C)oc2c(F)cccc12 | ? | . | -1%
FC(F)(F)c1ccccc1NC(=S)N1CCN(c2ncccn2)CC1 | -4% | 1% | 1%
CCOP(=O)(OCC)/C(C#N)=C/c1ccc([N+](=O)[O-])cc1 | -22% | 9% | 3%
COc1ccc(C)cc1S(=O)(=O)N1CCCC(C(=O)N2CCN(c3ccccc3)CC2)C1 (stereo unspecified) | -18% | 7% | -1%
COc1ccc(-c2ccc3c(N)c(C(=O)Nc4ccc(C(F)(F)F)cc4)sc3n2)cc1OC | ? | -5% | -13%
CCc1cc2c(cc3c(=O)n(CC(=O)NC4CCC(C)CC4)nc(CC)n32)s1 (stereo unspecified) | ? | 1% | -13%
Brc1ccc2c(c1)C(c1cccs1)=NNC(c1cccnc1)=N2 | -14% | 7% | -14%

For reference, seven of the compounds above.
SMILES | DT40 TDP1 no CPT | TDP1 inh | GCN5L2 inh
O=C(NCc1ccc2c(c1)OCO2)c1nc(Cn2cc(Br)cn2)no1 | -15% | 9% | -5%
CC(CNCC1CCCO1)COc1cccc2ccccc12 (stereo unspecified) | ? | -9% | 0%
CCOC(=O)CCC(=O)Nc1ccc([N+](=O)[O-])cc1C | -5% | -4% | -8%
O=C(COc1ccc(Br)cc1)NNC(=O)c1ccc(-n2cncn2)c([N+](=O)[O-])c1 | 16µM* | -2% | -3%
COc1ccc(N2C(=O)CC(N(Cc3ccco3)C(=O)CCC(=O)O)C2=O)cc1 (stereo unspecified) | -8% | 8% | 5%
Cc1c(C(=O)N(C)CCn2ccnc2C)oc2c(F)cccc12 | ? | . | -1%
FC(F)(F)c1ccccc1NC(=S)N1CCN(c2ncccn2)CC1 | -4% | 1% | 1%

The list goes on.
SMILES | DT40 TDP1 no CPT | TDP1 inh | GCN5L2 inh
Nc1ccc(Br)cc1C(NCC(=O)O)c1ccccc1 (stereo unspecified) | -17% | 5% | -1%
CC(NS(=O)(=O)c1ccc2[nH]c(=O)c(=O)[nH]c2c1)C(=O)O (stereo unspecified) | 13% | 0% | -1%
Cc1ccc(CNC(=O)C2CCN(c3ncnc4c3nc3n4CCCCC3)CC2)cc1 | 4% | -9% | -6%
O=C(c1ccc(Cl)c(S(=O)(=O)N2CCCCCC2)c1)N1CCN(c2ccccc2O)CC1 | ? | 10% | -6%
CCN=C(NCC)SC1CC(=O)N(c2ccc(F)cc2)C1=O (stereo unspecified) | -7% | 7% | ?
CCOC(=O)c1c(-c2ccccc2)csc1NC(=O)c1cc(-c2ccc(C)c(F)c2)on1 | -4% | 3% | 1%
CCC1(c2ccc(Cl)cc2)NC(=S)N(c2ccc(C)cc2)N1 (stereo unspecified) | ? | 5% | -19%
COc1nc2c(C)cccc2cc1-c1noc(-c2ccncc2)n1 | . | 6% | 0%
CN1CCN2c3ccccc3Cc3ccccc3[C@@H]2C1 | ? | 8% | -1%[21.4 µM]
CCCSc1ncc(Cl)c(C(=O)Nc2ccc(S(=O)(=O)Nc3ncccn3)cc2)n1 | -5%&-15% | -1%&0% | -5%&-3%

Bioassay records from PubChem BioAssay.

A portion of the library (hit frequency here may not be typical).
